High-throughput results (PubChem)
tuberculosis growth – growth inhibition of non-replicating M. tuberculosis (AID 488890) | Mycobacterium tuberculosis non-replicating, growth inhibition; higher % means a stronger effect | one-dose inhibition, % at 25 µM; IC50 in µM for titrated hits | 320,000 tested, 0.39% active; in the data active = a potency from the dose series; inconclusive = inhibition mostly from about 82% at the one dose, without a potency; inactive = the rest, 99 in 100 with inhibition below about 76%;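 note: plate controls were DMSO cells for no effect and high antibiotic wells for full effect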
VEEV TC-83 Vero – inhibitors of VEEV TC-83 cytopathic effect, confirmation, Vero cells (AID 588727); 350,000 tested, 0.13% active; Vero cells, VEEV TC-83 cytopathic effect inhibition; higher % means a stronger effect; one-dose inhibition, % at 20 µM; IC50 in µM for titrated hits; in the data active = a potency from the dose series; inconclusive = inhibition mostly from about 14% at the one dose, without a potency; inactive = the rest, 99 in 100 with inhibition below about 12%; note: strong numbers were not always called active
PhoP GFP inhibition – PhoP regulon inhibitors, Salmonella typhi PhoP promoter GFP reporter, confirmatory (AID 1850). Salmonella Typhi PhoP-promoter GFP reporter, fluorescence, 4 h; higher % means a stronger effect. one-dose inhibition, % at 50 µM; IC50 in µM for titrated hits. 310,000 tested, 0.33% active; in the data active = a potency from the dose series; inconclusive = inhibition mostly from about 25% at the one dose, without a potency; inactive = the rest, 99 in 100 with inhibition below about 19%;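 note: 0% = induced wells with vehicle and 100% = uninduced wells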
H37Rv inhibition – M. tuberculosis growth inhibition, HTS (AID 449762); M. tuberculosis H37Rv growth inhibition, 7H9 media; higher % means a stronger effect; inhibition, % at 25 µM; hits with a dose series show IC50 in µM; 330,000 tested, 0.59% active; in the data active = a potency from the dose series; inconclusive = inhibition above about 70% without an active follow-up result;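 note: bacterial growth assessed after seven days of incubation; strong numbers were not always called active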
influenza NS1A – H1N1 influenza NS1A inhibitors, functional cell based assay (AID 504329); NS1A functional cell-based assay, percent inhibition; higher % means a stronger effect; inhibition, % at 12.5 µM, or IC50 in µM where a hit was titrated; 340,000 tested, 0.3% active; in the data active = a potency from the dose series; inconclusive = inhibition above about 27% without an active follow-up result; note: strong numbers were not always called active
VEEV TC-83 Vero 10K pilot screen – second read-out of VEEV TC-83 Vero, no call of its own (marks repeat the call); inhibition, %; measured here: 10K pilot screen inhibition
Numbers without * were called inactive; i = inactive; ? = inconclusive; . = not tested or not shown; & = joins results of further samples. Random draw from the library. Share with any hit: about 1.5%.

SMILES	tuberculosis growth	VEEV TC-83 Vero	PhoP GFP inhibition	H37Rv inhibition	influenza NS1A	others
COC(=O)CCC(=O)c1oc2ccc(Br)cc2c1N	70%	0.9%	-17%	-23%	-27%
COc1cc([N+](=O)[O-])ccc1NC(=O)/C=C\C(=O)O	-15%	i	-2%	-7%	10%
O=S(=O)(NCCCc1ccccc1)c1ccccc1	4%	1.1%	1%	6%	-9%
Cc1cc(C)c[n+](CC(=O)c2ccc(C)c([N+](=O)[O-])c2)c1	11%	0.1%	-1%	-7%	-2%
COc1ccc(C(CNC(=O)c2cccc(NS(=O)(=O)c3ccc(Br)cc3)c2)N(C)C)cc1 (stereo not given)	22%	5.2%	6%	21%	13%
CC1CCN(C(=O)Cn2ncc3c4ccccc4n(C)c3c2=O)CC1	8%	i	-3%	-8%	0%
CCCN=C(C)C1=C(O)c2ccccc2C1=O	46%	0.1%	-7%	-2%	-3%	VEEV TC-83 Vero 10K pilot screen=0.8
Cc1cc(C(=O)COC(=O)Cc2n[nH]c(=O)c3ccccc23)c(C)n1-c1ccc2c(c1)OCO2	72%	4.9%	14%	68%	-3%
COc1cccc(NS(=O)(=O)c2nc3nc(C)cc(C)n3n2)c1	.	0.2%	6%	-3%	12%
Cc1c(N=Cc2ccco2)c(=O)n(-c2ccccc2)n1C	-9%	0.8%	11%	3%	4%
Cc1cc(C(=O)CC#N)c(C)n1-c1ccc(OC(F)F)cc1	17%	1.2%	-1%	-3%	8%
Cc1ccccc1OCCN1CCC(Cc2ccccc2)CC1	72%	1.1%	11%	2%	-4%
O=C(C1=C[C@H](C2CC2)C[C@H](OCCCCO)O1)N1CCOCC1	3%	i	-7%	-4%	12%
COc1cccc(CNC(=O)c2ccc(C3SCCS3)cc2)c1	-1%	3.1%	-9%	-5%	-6%
CCCCCCSc1ccc([C@@H]2[C@H]3C(=O)N(C)C(=O)[C@H]3[C@]3(C(=O)OC)CCCCN23)cc1	-2%	0.2%	10%	-5%	8%
O=C(Nc1ccc(Nc2ccccc2)cc1)c1ccccc1F	75%	0.4%	-6%	3%	11%
O=S1(=O)CCN(Cc2cccc(C(F)(F)F)c2)CC1	6%	i	4%	-8%	-16%
C[C@]12CC[C@H](O)CC1=CC(=O)C1C2CC[C@]2(C)C(=O)[C@H](O)CC12 (stereo not given in full)	-4%	1.8%	.	-6%	2%
O=C(NCCc1ccc(F)cc1)c1ccc(Cl)c(S(=O)(=O)N2CCOCC2)c1	47%	0.4%	.	5%	-18%
CC1(c2nnc(Cc3ccccc3)o2)CC(c2cccc(Cl)c2)=NO1 (stereo not given)	29%	i	-24%	6%	5%
COc1cc(CC(=O)OCC(=O)Nc2ccccc2C#N)cc(OC)c1OC	29%	0.1%	.	-2%	-8%
COC(=O)COc1c(/C=C\c2nc(O)c([N+](=O)[O-])c(=O)[nH]2)cccc1OC	1%	0.6%	-5%	1%	3%
COC(=O)c1onc(-c2c(Cl)cccc2Cl)c1C(=O)OC	43%	0.5%	6%	-2%	-1%
COC(=O)c1ccc(CSc2ncnc3c2oc2ccccc23)o1	18%	i	-4%	4%	2%
Cc1[nH]c2ccccc2c1/C=N/NC(=O)c1cccc(F)c1	25%	4.7%	5%	3%	2%
CN1C(=O)NC(c2ccccc2)C2=C1CN(Cc1ccco1)C2=O (stereo not given)	-15%	0.0%	-7%	-12%	-12%
CC(Sc1nnnn1C)C(=O)Nc1nc(-c2ccc(F)c(F)c2)cs1 (stereo not given)	49%	i	.	?	-6%
Clc1ccc(Cc2noc(CN3CCN(c4ccccc4)CC3)n2)c(Cl)c1	30%	0.3%	-1%&9%	8%	-3%
Cn1c(CCc2nc3ccccc3[nH]2)nnc1SCC#N	-14%	0.6%	5%	-5%	7%
Cc1cc(C)cc(NC(=O)CCCn2nc(C)c3c(C)n(-c4ccccc4)nc3c2=O)c1	10%	1.5%	0%	-6%	-3%
CCc1nc(Nc2cc(OC)ccc2OC)c2oc3ccccc3c2n1	-10%	0.5%	-2%	15%	-14%
O=c1c2ccccc2ncn1-c1ccc(Cl)c(Cl)c1	2%	0.7%	-3%	-3%	4%
COC(=O)c1c(C)oc(C)c1S(=O)(=O)N(C)C1CCCCC1	-7%	i	-2%	9%	.
COCCN(C(=O)COC(=O)C1CC1)c1c(N)n(Cc2ccccc2)c(=O)[nH]c1=O	-18%	0.3%	9%	3%	-7%
CCN(CC)S(=O)(=O)c1ccc(-c2nnc(SCC(=O)Nc3nnc(C)s3)n2CC)cc1	1%	0.4%	10%	2%	3%
COc1ccccc1N1CCN(CC(=O)Nc2ccc(Cl)c(C(F)(F)F)c2)CC1	23%	1.7%	-5%	41%	25%
Cc1cc(C)nc(N(C#N)CC(=O)N2CCC(C(N)=O)CC2)n1	2%	2.1%	0%	6%	9%
O=C1c2ccccc2C(=O)N1CCCCCCN1C(=O)c2ccccc2C1=O	.	0.4%	.	.	-12%
Cc1ccc(C)c(N(CC(=O)NC(C)(C)C)C(=O)CCC(=O)Nc2nccs2)c1	0%	5.8%	0%	-3%	6%
COc1ccccc1NC(=O)CNS(=O)(=O)c1ccccc1	11%	2.1%	-5%	0%	-13%
Cn1cc(C(=O)Nc2ccc3c(c2)CCC3)cn1	26%	0.8%	-7%	-11%	-4%
COc1ccc(C(=O)OCC(=O)NCc2cccs2)c(OC)c1OC	-11%	1.0%	.	0%	-5%
COc1ccc(C(C)=O)cc1COC(=O)CCCN1C(=O)c2ccccc2C1=O	8%	2.0%	-6%	-2%	7%
C=CCOc1ccccc1CN1CCCC(CCC(=O)N(C)CCc2ccccn2)C1 (stereo not given)	14%	i	8%	-4%	-3%
CC1=Nc2ccc(C)cc2/C1=C/c1c(N)n2oc(C)cc2nc1=O	16%&18%	1.1%&0.9%	-17%&-5%	-1%&7%	1%&6%
COc1ccc([N+](=O)[O-])cc1NC(=O)C(C)Sc1nc(-c2ccccc2)cs1 (stereo not given)	3%	2.7%	-9%	6%	9%
Cc1cnn(C2CCN(C)CC2)c1N	-7%	4.3%	-4%	-18%	-4%
COC(=O)c1ccc(C2Nc3ccc(/C(C)=N/NC(=O)C(OC)c4ccccc4)cc3C3C=CCC32)cc1 (stereo not given)	25%	5.7%	-3%	3%	24%	VEEV TC-83 Vero 10K pilot screen=0.8

Filtered by structure: those above with an NH in an aromatic ring
SMILES	tuberculosis growth	VEEV TC-83 Vero	PhoP GFP inhibition	H37Rv inhibition	influenza NS1A	others
Cc1cc(C(=O)COC(=O)Cc2n[nH]c(=O)c3ccccc23)c(C)n1-c1ccc2c(c1)OCO2	72%	4.9%	14%	68%	-3%
COC(=O)COc1c(/C=C\c2nc(O)c([N+](=O)[O-])c(=O)[nH]2)cccc1OC	1%	0.6%	-5%	1%	3%
Cc1[nH]c2ccccc2c1/C=N/NC(=O)c1cccc(F)c1	25%	4.7%	5%	3%	2%
Cn1c(CCc2nc3ccccc3[nH]2)nnc1SCC#N	-14%	0.6%	5%	-5%	7%
COCCN(C(=O)COC(=O)C1CC1)c1c(N)n(Cc2ccccc2)c(=O)[nH]c1=O	-18%	0.3%	9%	3%	-7%

(cont.)
SMILES	tuberculosis growth	VEEV TC-83 Vero	PhoP GFP inhibition	H37Rv inhibition	influenza NS1A	others
O=C1c2ccccc2C(=O)C12Cc1ccccc1N1CCN(c3ccccc3)CC12 (stereo not given)	.	i	.	.	-4%
CCNC(=O)c1cc(S(=O)(=O)N(C)C)c(Cl)cc1Cl	-12%	0.4%	3%	-4%	-15%
Cn1c(O)c(C=NCCN2CCNCC2)c(=O)[nH]c1=O	-6%	2.1%	-5%	9%	.
CCOC(=O)c1cnc2c(-c3ccccc3)c(C)nn2c1N	-3%	4.2%	3%	-13%	3%	VEEV TC-83 Vero 10K pilot screen=2.8
Cc1cnc(C(=O)OC(C)C(=O)NCc2ccccc2)cn1 (stereo not given)	-7%	1.8%	4%	-2%	0%
COc1ccc(Cn2nnnc2CN(CCCN2CCOCC2)Cc2cc3cc(OC)ccc3[nH]c2=O)cc1	8%	0.4%	13%	-8%	-6%
CCOC(=O)C1(CCOc2ccccc2)CCN(Cc2cccc(OC)c2O)CC1	22%	i	-7%	-2%	1%
COc1ccc(S(=O)(=O)Cc2ccccc2)cc1N	-4%	i	-2%	-3%	-2%	VEEV TC-83 Vero 10K pilot screen=0.7
COc1ccc(NP2(=O)OCC(C)(N)CO2)cc1 (stereo not given)	.	2.3%	.	.	3%
COCCNC(=O)c1c(N)sc2c1CCCC2	7%	.	2%	-8%	.
Cc1cc(S(=O)(=O)Nc2ccc3c(c2)n(C)c(=O)n3C)ccc1F	-8%	8.6%	5%	-8%	8%
Cc1cc(C)c(C(=O)CSc2nnc(C)s2)c(C)c1	18%	i	-8%	?	-3%
CN(C)C(=O)N1CCC(C(=O)NCc2ccc(F)cc2Cl)CC1	-4%	i	9%	-2%	-2%
COc1ccccc1C(=O)Nc1ccc(C)cc1C(=O)c1ccccc1	76%	2.1%	-9%	54%	7%
CCO[C@H]1OC(C(=O)N2CCCCCCC2)=C[C@@H](c2csc3ccccc23)[C@@H]1CCCO	15%	0.7%	-21%	-2%	1%
CC(C)Cc1nnc(NC(=O)c2cccc(S(=O)(=O)N3CCN(C)CC3)c2)s1	8%	1.2%	2%	2%	1%
CSc1ccccc1C(=O)NCCc1ccc(S(=O)(=O)N2CCCCC2)cc1	2%	2.6%	1%	1%	17%
COc1cccc(/C=C2\Sc3ccc(C(=O)NCC4CCCO4)cc3N(C)C2=O)c1 (stereo not given)	22%	8.5%	-20%	?	-4%
CCN1CCN(Cc2cc(=O)oc3cc(C)cc(C)c23)CC1	-2%	1.0%	18%	-7%	-5%
CC1CCCCC12NC(=O)N(CC(=O)Nc1nccs1)C2=O (stereo not given)	-8%	1.4%	.	5%	-4%
COc1ccc(Cl)cc1NC(=O)Cn1c(C)csc1=O	21%	5.8%	.	4%	-2%
CCOc1ccccc1N(C(=O)c1snc(C(N)=O)c1N)C(CC)C(=O)NC1CCCC1 (stereo not given)	12%	1.4%	5%	-2%	5%
O=C(CSc1ncnc2c1cnn2-c1ccccc1Cl)N1CCN(C(=O)c2ccco2)CC1	28%	i	0%	7%	-1%
O=C(OC1CCOC1=O)c1cccc(S(=O)(=O)Nc2cccc(Cl)c2)c1 (stereo not given)	-7%	1.4%	-1%	-4%	0%
NCCCCCc1nnc(SCc2ccccc2Cl)o1	14%	4.2%	-3%	-10%	-8%
CN1CCc2nc(NC(=O)COc3ccc(C#N)cc3)sc2C1	6%	2.4%	10%	3%	-6%
Cc1ccc(NC(=O)COC(=O)CNC(=O)c2ccco2)cc1	-17%	0.3%	2%	-2%	6%
C/C=C/C1=CC(=O)C[C@H](c2ccc(F)cc2)C1	19%	1.0%	.	-6%	-4%
CCCCN(C(=O)C(C)Oc1ccc(Cl)cc1)c1c(N)n(CCCC)c(=O)[nH]c1=O (stereo not given)	16%	0.1%	3%	0%	-6%
CCOC(=O)c1c(C)[nH]c(C)c1C(=O)COC(=O)/C=C/c1ccc(OC)cc1	.	9.2%	.	.	-8%
N#CCCN(C(=O)COC(=O)CCc1c[nH]c2ccccc12)c1ccc(F)cc1	3%	0.2%	-1%	31µM*	-11%
COc1ccc(Cl)cc1NC(=O)CN(C)C(=O)Cn1cnc2c1c(=O)n(C)c(=O)n2C	-12%	0.8%	-2%	-1%	5%
Cc1ccc2c(c1)/C(=N/OS(=O)(=O)c1ccccc1)CCS2	.	1.9%	1%	2%	2%
C#CCOCCOCCOCCNc1nc(N2CCN(C(=O)[C@H](CCC(=O)O)n3cc(C(N)CC(C)C)nn3)CC2)nc(N2CCN(C(=O)[C@H](Cc3cc4ccccc4[nH]3)n3cc(C(N)[C@H](C)CC)nn3)CC2)n1 (stereo not given in full)	4%	0.9%	-8%	-9%	9%
COC(=O)c1ccc(Cl)cc1N(Cc1c(F)cccc1Cl)S(C)(=O)=O	17%	1.8%	-9%	10%	-6%
COCCN(C(=O)Nc1ccccc1)c1ccccc1	-4%	0.8%	0%	-8%	6%
COc1ccc(CCC(=O)N2CC(C)OC(C)C2)cc1 (stereo not given)	4%	i	-11%	0%	0%	VEEV TC-83 Vero 10K pilot screen=1.5
O=C1NC[C@H](Cc2ccccc2)N(CCc2cccc(F)c2)C1=O	1%	0.2%	-15%	1%	0%
O=C(Nc1ccc(-n2cc(Cl)cn2)cc1)c1ccncc1	31%	i	-4%	3%	-5%
